TNAP inh hiacc = human TNAP enzyme inhibitors, primary screen, biochemical, luminescent, high phosphate acceptor level, uHTS | purified TNAP, CDP-star luminescence, 1 M DEA | inhibition, % at 20 µM | 200,000 tested, 0.03% active;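 active = over 50% inhibition of tissue-nonspecific alkaline phosphatase at 20 µM in the single-dose screen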;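 also: plate controls were DMSO wells for no effect and EDTA-quenched wells as full inhibition for full effect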
Target sequence (P05186 whole entry, looked up): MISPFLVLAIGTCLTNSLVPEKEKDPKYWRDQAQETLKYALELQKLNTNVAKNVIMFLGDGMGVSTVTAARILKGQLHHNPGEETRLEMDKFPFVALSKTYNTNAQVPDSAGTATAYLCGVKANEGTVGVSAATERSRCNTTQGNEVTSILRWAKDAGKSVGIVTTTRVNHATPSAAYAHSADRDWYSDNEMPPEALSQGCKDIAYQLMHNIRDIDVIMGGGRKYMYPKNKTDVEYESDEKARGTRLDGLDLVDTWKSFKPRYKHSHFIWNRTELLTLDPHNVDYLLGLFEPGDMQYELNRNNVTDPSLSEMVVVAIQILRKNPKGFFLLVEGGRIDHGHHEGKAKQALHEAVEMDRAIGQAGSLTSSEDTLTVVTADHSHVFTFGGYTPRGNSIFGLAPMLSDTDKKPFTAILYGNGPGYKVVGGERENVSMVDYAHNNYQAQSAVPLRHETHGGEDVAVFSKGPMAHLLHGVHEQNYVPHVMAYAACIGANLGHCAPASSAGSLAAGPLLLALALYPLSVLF
FLuc act counter = FLuc activators, initial screening, artefact control for FLuc-dependent activation tests, biochemical, ATPlite luminescence | activation factor at 10 µM | 200,000 tested, under 10 active | ATPlite luciferase biochemical, 10 min; 0 = ATP-free wells, 1 = DMSO control;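 active = luciferase activation factor, scaled between plate controls, of at least 2 with compound at 10 µM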
Target sequence (P08659 whole entry, looked up): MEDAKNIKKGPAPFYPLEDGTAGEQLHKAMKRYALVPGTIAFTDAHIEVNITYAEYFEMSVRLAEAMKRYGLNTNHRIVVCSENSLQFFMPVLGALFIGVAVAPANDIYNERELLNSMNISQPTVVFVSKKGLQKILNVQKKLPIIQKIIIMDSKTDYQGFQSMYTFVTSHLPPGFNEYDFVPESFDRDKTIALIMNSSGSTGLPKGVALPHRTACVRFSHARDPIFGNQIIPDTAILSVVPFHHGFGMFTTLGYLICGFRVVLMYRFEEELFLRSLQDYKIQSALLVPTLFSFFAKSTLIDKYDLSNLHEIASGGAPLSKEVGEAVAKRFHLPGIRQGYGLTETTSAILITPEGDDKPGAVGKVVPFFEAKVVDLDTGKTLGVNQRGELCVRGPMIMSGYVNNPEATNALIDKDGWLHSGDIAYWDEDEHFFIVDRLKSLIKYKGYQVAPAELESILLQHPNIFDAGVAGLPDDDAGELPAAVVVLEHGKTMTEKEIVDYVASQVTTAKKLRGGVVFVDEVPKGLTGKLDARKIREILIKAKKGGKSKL
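System: cell-free luciferase reagent; medium: PBS as buffer for the ATP substrate; doses: test compounds dosed from 2 mM stocks in 100% DMSO; incubation: 10 min, room temperature; measured by: luminescence from luciferase reaction; read-out: luciferase activation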
RAM network inh = inhibitors of the yeast RAM network, primary screen, dse1pr::URA3 reporter, 5-FOA selection; AID 868, 2007; S. cerevisiae dse1pr::URA3 reporter, 5-FOA growth OD615, 2 d; analog-sensitive cbk1-as2 kinase mutant strain; inhibition, % at 50 µM; 190,000 tested, 1.8% active;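 active = inhibition above a set limit, 3 SD over mean compound inhibition, cut at about 8.4% in these data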;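 also: 0% = DMSO-only wells with no growth and 100% = 10 µM 1-NA-PP1 full growth; inhibition rescues growth on 5-FOA so higher OD means more RAM inhibition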
TNAP inh noacc = human TNAP enzyme inhibitors, primary screen, biochemical, luminescent, no phosphate acceptor, uHTS; purified TNAP, CDP-star luminescence, 30 min; 200,000 tested, 0.26% active; inhibition, % at 20 µM; Alkaline phosphatase, tissue-nonspecific isozyme (Homo sapiens), P05186;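 active = tissue-nonspecific alkaline phosphatase inhibition above about 50% at 20 µM in the single-dose screen, limit read from the data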;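 also: 0% = DMSO negative control and 100% = EDTA positive control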
bIAP inhibitor = bovine intestinal alkaline phosphatase inhibitors, primary screen, selectivity assay for TNAP inhibitor project, biochemical, bovine IAP, CDP-star luminescence; 190,000 tested, under 10 active; purified bovine IAP, 30 min; inhibition, % at 20 µM; AID 1019, 2008; alkaline phosphatase, intestinal [Bos taurus];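 active = over 50% inhibition of intestinal alkaline phosphatase at 20 µM in the single-dose screen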
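Assay system – bovine IAP enzyme · Quantity – bovine IAP at 1/65,000,000 final dilution · Detection – CDP-star luminescence signal · Times – 30 min reaction at room temperature · Also added – CDP-star substrate at 30 µM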
bIAP activator = bovine intestinal alkaline phosphatase activators, primary screen, biochemical, bovine IAP, CDP-star luminescence; activation factor at 20 µM; purified bovine IAP, 30 min; hits give high values; fold of DMSO-control signal, blank-subtracted; alkaline phosphatase, intestinal [Bos taurus]; 200,000 tested, 0.17% active;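 active = activation factor of 2 or more at 20 µM, a signal rise over negative controls twice the positive control's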
TNAP act hiacc = TNAP activators at high phosphate acceptor level, primary screen, biochemical, luminescence, uHTS; purified TNAP, CDP-star luminescence, 1 M DEA, 30 min; hits give high values; 0 = EDTA background, 1 = DMSO-only activity; activation factor at 20 µM; 200,000 tested, under 10 active; AID 1136, 2008;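 active = activation factor at least 2 at 20 µM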
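Assay system: human TNAP; Input: enzyme diluted 1/800 final; Reagent: CDP-star luminogenic substrate at 100 µM final; Timing: 30 min, room temperature; Signal: luminescence; Evaluation: TNAP activation factor scaled between EDTA and DMSO control wells.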
FLuc inhib CS = firefly luciferase enzyme inhibitors, primary screen, artefact control for luciferase-based inhibitor screens, biochemical, luminescence, ATPLite; 10 min; 200,000 tested, 1.5% active; inhibition, % at 10 µM; Luciferin 4-monooxygenase (Photinus pyralis), P08659;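 active = inhibition above about 50% when tested at 10 µM, limit read from the data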
APP transl inh = inhibitors of APP translation via 5'UTR reporter, primary screen, APP 5'UTR luciferase, SH-SY5Y cells. SH-SY5Y APP 5'UTR-luciferase reporter, luminescence. inhibition, % at 2 µM. 190,000 tested, 0.82% active. AID 1285, 2008;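 active = inhibition above a set limit, derived from the sample mean plus 3 SD, cut at about 45% in these data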; also: values of inactives mirror those of a sister screen read the other way
Lmaj promast = Leishmania major promastigote growth inhibition, primary screen; 200,000 tested, 9% active; Leishmania major promastigotes, resazurin fluorescence viability; AID 1063, 2008; inhibition, % at 10 µM; in the data active = inhibition above about 50%;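 also: promastigotes grown with compound for 44 hours at 28 °C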
Active calls of the source: *; x = no result given.

SMILES	Lmaj promast	TNAP inh noacc	bIAP inhibitor	TNAP inh hiacc	FLuc inhib CS	RAM network inh	APP transl inh	FLuc act counter	bIAP activator	TNAP act hiacc
COC(=O)c1nnn(CC(=O)Nc2cccc(Cl)c2)c1C(=O)OC	-7	-6	10	-1	-3	0.4	-1	1	0.9	1
CCOC(=O)c1c(/N=C/N(C)C)sc2c1CCC2	-2	-8	5	6	-2	0.3	18	1	0.9	0.9
Cc1cccc2c(SCC(=O)NCC3CCCO3)nc(-c3ccc(F)cc3)nc12 (stereo not given)	2	-3	0	-1	-6	0.1	-1	1.1	1	1
COc1ccc(-n2cc(CNCC3CC(=O)N(C4CC4)C3)c(-c3ccccc3Cl)n2)cc1 (stereo not given)	4	-5	3	0	5	1.6	-6	0.9	1	1
CCn1cc(CNC(=O)CC2C(=O)NCCN2CC(c2ccccc2)c2ccccc2)cn1 (stereo not given)	2	-13	-3	-6	-8	0.3	-1	1.1	1	1.1
CSc1nsc(SC)c1NC(=O)OCC1CCCO1 (stereo not given)	-4	-7	6	-3	-5	0.4	7	1	0.9	1
C=CCN1C(=O)CSc2ccc(C(=O)N3CCC(C)CC3)cc21	-4	-6	8	-6	-5	2.4	-4	1.1	0.9	1.1
Cc1ccc(/C=N/c2sc3c(c2C#N)CCC3)o1	-6	10	19	0	74*	1.9	1	0.3	0.8	1
Cc1ccc(-c2noc(CCC(=O)Nc3cccc(C#N)c3)n2)cc1	4	-7	15	-1	0	1.9	-27	1	0.9	1
CCOc1ccc(OCCC(=O)Nc2ccc(F)cc2C)cc1	0	-7	-6	-2	-1	3.6	-9	1	1.1	1
CCOC(=O)NC(CC(=O)O)c1ccc(OCC)cc1 (stereo not given)	8	-14	9	-4	-8	0.5	22	1.1	0.9	1
C(=N\n1cnnc1)/c1cn(-c2cccs2)nc1-c1ccccc1	13	-9	1	-6	21	-0.1	-16	0.8	1	1.1
O=C(CSc1nnnn1-c1ccc2c(c1)CCC2)Nc1ccc2c(c1)OCCO2	-1	-7	12	-10	-5	3.8	-2	1.1	0.9	1.1
Cc1ccc(C)c(S(=O)(=O)Nc2nc3ccc(S(N)(=O)=O)cc3s2)c1	-7	2	-12	2	-3	3.0	3	1	1.1	1
Cc1cc(-c2n[nH]c(=S)n2Cc2ccco2)n(C)n1	25	-16	6	2	4	1.7	4	1	0.9	1
FC(F)(F)c1cccc(NC(=S)N2CCCCCC2)c1	16	-6	-3	-1	0	0.3	20	1	1	1
O=C(NC(=S)N1CCN(c2nc(-c3ccccc3)cs2)CC1)c1cccnc1	-5	-16	-11	-1	-8	0.3	-1	1.1	1.1	1
COc1ccc(C(=O)/C=C2\Sc3ccccc3N2C)cc1	-3	-20	5	-4	71*	4.6	-195	0.3	1	1
CC(=O)NNC1=Nc2ccccc2N(C)C(C)C1 (stereo not given)	-9	-14	26	-6	-6	0.5	-8	1.1	0.7	1.1
CC(C)(C)NS(=O)(=O)c1ccc2nc(NC(=O)c3ccc(N4C(=O)CCC4=O)cc3)sc2c1	-1	-10	-7	-3	-5	1.9	-25	1	1.1	1
CCOc1ccc(C(=O)NCC(=O)OCc2cc(C(C)=O)ccc2OC)cc1	-3	4	3	2	6	0.9	-26	0.9	1	1
O=C(Cc1cccs1)NNC(=S)NC(=O)c1ccco1	4	-106	-33	-2	-5	-0.3	7	1.1	1.3	1
CCCn1c(C)cc(C(=O)COc2ccc(-c3nnco3)cc2)c1C	-3	-7	16	2	5	-1.5	-16	0.9	0.8	1
O=c1c2ccccc2sn1-c1ccc(S(=O)(=O)N2CCCC2)cc1	-9	0	4	-8	10	3.6	0	0.9	1	1.1
CC(C)C(OC(=O)c1cccs1)C(=O)NCc1ccccc1 (stereo not given)	1	-12	8	-8	-2	0.7	-19	1	0.9	1.1
O=C(COC(=O)C1=COCCO1)Nc1cccc(Oc2ccccc2)c1	-3	-12	9	4	-6	-0.5	-17	1.1	0.9	1
Cc1cc(C)nc(N(C#N)Cc2ccccc2C)n1	-8	1	-2	2	-1	-1.8	11	1	1	1
CC1(C)Cc2c(C#N)c(N3CCN(C(=O)c4ccccc4)CC3)nc(-c3ccco3)c2CS1	2	-7	-5	-3	0	4.1	-14	1	1	1
C/C(=N\O)c1ncc(C(F)(F)F)cc1Cl	-4	-13	13	-4	-6	1.0	-4	1.1	0.9	1
CN1CCN/C1=C(/C(Cl)=C(Cl)Cl)[N+](=O)[O-]	2	4	5	-1	-4	0.0	9	1	0.9	1
CCn1c(CNC(=O)Cc2ccc(OC)cc2)nnc1SCC(=O)NC1CCCCC1	-8	1	-7	-4	-8	0.9	x	1.1	1.1	1
COc1ccc(-n2c(C)cc(C(=O)CSc3nnc(-c4cccs4)o3)c2C)cc1	-4	-14	8	-5	-6	2.1	1	1.1	0.9	1.1
CCC(=O)Nc1ccccc1C(=O)OCC(=O)Nc1ccc(S(N)(=O)=O)cc1	-7	-2	10	-3	-6	0.7	19	1.1	0.9	1
Cc1sc(-n2c(C)cc(C=O)c2C)c(C(=O)O)c1C	-5	-16	-2	-10	-5	0.9	-12	1.1	1	1.1
Cc1nc2ccccc2nc1OCc1ccccc1	-7	-23	8	-4	-5	0.0	-16	1.1	0.9	1
C/C(=C\C(=O)c1ccc(C)cc1)Nc1ccc(N2CCOCC2)cc1	-3	-9	0	-5	-9	0.7	1	1.1	1	1
COc1ccc(-c2nc(Cn3c(SCc4cccc(F)c4)nc4ccncc43)c(C)o2)cc1OC	9	-2	-9	0	2	1.8	-9	1	1.1	1
CCNCCOC(c1ccccc1)c1ccccc1	6	-6	x	0	-5	0.4	-4	1.1	0.2	1
CCc1ccc(-c2nc(SCC(=O)N3CCOCC3)n[nH]2)cc1	-1	31	10	-6	45	-0.5	-2	0.6	0.9	1.1
Cc1ccc(Nc2nc(N)nc(CSC(=S)N3CCOCC3)n2)c(C)c1	8	-10	18	-2	-4	-1.1	-35	1	0.8	1
CCOC(=O)c1cnc2c(C(F)(F)F)cccc2c1N1CCOCC1	-3	-7	0	-2	-1	0.1	-8	1	1	1
NC(=O)c1c(N)sc(=S)n1-c1ccccc1	-3	-12	21	-3	-4	1.6	11	1	0.8	1
Cc1cc(C)cc(NC(=S)NCCSc2ccc(Cl)cc2)c1	16	-47	-4	-18	-5	13*	-12	1.1	1	1.2
COc1ccc2cc3c(N)nn(C(=O)c4cccc([N+](=O)[O-])c4)c3nc2c1	-4	-7	12	1	-9	4.5	2	1.1	0.9	1
COc1ccccc1-n1cnnc1SCC(=O)NC1CCS(=O)(=O)C1 (stereo not given)	2	-6	-2	-1	-4	0.0	12	1	1	1
Cc1cccc(C(=O)NC(C(=O)Nc2ccccc2N2CCOCC2)C(C)C)c1 (stereo not given)	4	2	0	-8	-6	1.4	0	1.1	1	1.1
Cc1cccc(C(=O)NCc2nnc(SCC(=O)NC(C)c3ccccc3)n2C)c1 (stereo not given)	-2	-13	2	-6	-6	-0.9	-12	1.1	1	1.1
COc1ccc(C(OC(=O)c2ccco2)C(=O)NC2CCCCC2)cc1 (stereo not given)	-3	-10	10	-1	-1	1.9	-6	1	0.9	1
CCOCCCNC(=O)C1CCCN1C(=O)Nc1ccccc1[N+](=O)[O-] (stereo not given)	-6	-3	-13	-2	-8	2.6	10	1.1	1.1	1
O=C(Nc1ccccc1-c1nc2ccccc2s1)c1cccnc1Cl	1	-9	9	-4	-6	7.0	-11	1.1	0.9	1
COc1cc(CO)ccc1Oc1nnnn1-c1ccc(C(N)=O)cc1	-5	-6	0	0	-1	0.4	-1	1	1	1
Cc1c(C(=O)N2CC(C)OC(C)C2)sc2nc(-c3ccc(F)cc3)cn12 (stereo not given)	-7	-8	0	-2	-4	-0.3	-2	1	1	1
Clc1ccc(-c2nnc(-c3ccccc3)c(N3CCSCC3)n2)cc1	16	-4	6	-1	-5	6.4	-10	1.1	0.9	1
Cc1cccc(C)c1NC(=O)CS(=O)CC(=O)NC1CCN(Cc2ccccc2)CC1 (stereo not given)	-4	-7	5	-5	-5	0.6	-20	1	1	1
COc1ccc(NC(=O)COc2cccnc2[N+](=O)[O-])cc1OC	-2	-13	3	-6	-2	2.1	33	1	1	1.1
NC(=O)c1ccc[n+](CCC[n+]2cccc(C(N)=O)c2)c1	-10	-15	0	-10	-8	3.1	-13	1.1	1	1.1
O=C(Nc1ccccc1C(=O)Nc1ccccn1)c1ccc([N+](=O)[O-])cc1	7	-9	9	-5	-4	1.5	6	1	0.9	1.1
CCCC(=O)N(c1ccc(F)cc1)C1C=CS(=O)(=O)C1 (stereo not given)	-2	0	-4	-8	-3	0.9	-8	1	1	1.1
COc1ccccc1NC(=O)N1CCCC(c2nc3c(nnn3Cc3ccc(C)cc3)c(=O)[nH]2)C1 (stereo not given)	52*	-11	2	-5	-3	2.1	2	1	1	1
CN(C)CCNC(=O)Nc1ccc(Cl)c(Cl)c1	-5	-14	5	-5	-3	1.2	-9	1	0.9	1

Results in TNAP inh hiacc (3 entries from above):
structure	TNAP inh hiacc
CCc1ccc(-c2nc(SCC(=O)N3CCOCC3)n[nH]2)cc1	-6
Cc1ccc(Nc2nc(N)nc(CSC(=S)N3CCOCC3)n2)c(C)c1	-2
CCOC(=O)c1cnc2c(C(F)(F)F)cccc2c1N1CCOCC1	-2

Next part
SMILES	Lmaj promast	TNAP inh noacc	bIAP inhibitor	TNAP inh hiacc	FLuc inhib CS	RAM network inh	APP transl inh	FLuc act counter	bIAP activator	TNAP act hiacc
c1ccc(OCCN2C3=NCCN3c3ccccc32)cc1	101*	-4	10	-9	-5	1.1	-4	1.1	0.9	1.1
O=C(NC(=S)Nc1nc(-c2ccccc2)cs1)c1cncc(Br)c1	2	5	-2	3	-5	7.9	-2	1.1	1	1
COc1cccc(NC(=O)Cn2c(CCC(=O)O)ccc2-c2ccccc2)c1	-9	-14	-16	-5	-7	4.8	-11	1.1	1.2	1
C(=C\c1ccccc1)/C=N/Nc1nc(N2CCCCC2)nc(N2CCCCC2)n1	2	2	22	-6	-9	-0.3	0	1.1	0.8	1.1

Bioassay records deposited in PubChem BioAssay by several laboratories.
